S3 lipid droplet: qHTS Assay for Lipid Storage Modulators in Drosophila S3 Cells. Drosophila S3 cells, BODIPY lipid droplet fluorescence, 18-24 h; cells fed with added oleic acid. 0.64% of 320,000 active. AID 2685. lipid storage change, negative = inhibition, % at the top dose, mostly 46.1 µM; hits show Potency in µM; active = well fitted inhibition curve with a large enough effect in the signal ratio, with a control signal flat, not every such curve was filed as active; inconclusive = small, poorly fitted or top-dose-only effect, or effect the other way, or a change in a side signal; the % refers to the signal ratio
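Drosophila S3 cells loaded with oleic acid (400 uM, as added) and compounds at several concentrations; lipid droplets imaged by 488-nm laser-scanning cytometry, 500–530 nm intensity and object ratio to cell channel. Percent activity normalized to 20 uM Triacsin C.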
S3 lipid droplet cell count max: recorded beside S3 lipid droplet, whose call it bears; cell number change, %; measured here: cell count max response;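 cells counted by Cell Tracker Red CMTPX staining in the red channel; peak over a dose series mostly up to 46.1 µM; percent activity relative to internal control wells on each plate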
Numbers without * were called inactive; i = inactive; u = inconclusive; x = not tested or not shown; [ ] = another dose, or the depositor's remark. % is set by controls: 0 for no effect and ±100 for the full control effect; potency is the fitted concentration of half-maximal effect.

SMILES	S3 lipid droplet	S3 lipid droplet cell count max
CC(C)CC(=O)N[C@H](C(=O)N[C@H](C(=O)N[C@@H](CC(C)C)[C@@H](O)CC(=O)N[C@@H](C)C(=O)N[C@@H](CC(C)C)[C@@H](O)CC(=O)O)C(C)C)C(C)C	-1%	-1
Cn1c(=O)c2cc(S(=O)(=O)NC(C(=O)NC3CCCCC3)c3ccccc3)ccc2n(C)c1=O (centres undefined)	5%	16
Cc1ccc(C(=O)NNC(=O)c2cc(OCC(F)(F)F)ccc2OCC(F)(F)F)cc1	11%	2
COc1cccc(-n2nc(-c3ccnn3-c3ccc(F)cc3)c(=O)n(C)c2=O)c1	i	x
Cc1ccc(CNC(=O)CN2CCN(Cc3ccc(Cl)cc3)C2=O)cc1	i	22
CC(Oc1ccc(Br)cc1)C(=O)Nc1nnc(C2CC2)s1 (centres undefined)	u	x
CC(=O)n1cc(C2C(=O)CCCC2=O)c2ccccc21	0%	3
COc1ccc(NC(=O)c2ccccc2NC(=O)NC2CCCCC2)cc1	0%	-4
CC(C)NC(=O)COc1coc(CN2CCN(c3ccccc3)CC2)cc1=O	i	-8
CC(=O)c1ccc(S(=O)(=O)N2CCN(CC(=O)NC(=O)NC3CCCCC3)CC2)cc1	13%	9
Nc1nccc(/C=C/c2ccc(Cl)cc2)n1	22%	9
Cc1onc(-c2ccccc2)c1C(=O)OCC(=O)N1CCN(c2ccccc2)CC1	u	x

Ordered by the number under S3 lipid droplet cell count max (smallest number first): some entries from above
molecule	S3 lipid droplet cell count max
COc1ccc(NC(=O)c2ccccc2NC(=O)NC2CCCCC2)cc1	-4
Nc1nccc(/C=C/c2ccc(Cl)cc2)n1	9
Cn1c(=O)c2cc(S(=O)(=O)NC(C(=O)NC3CCCCC3)c3ccccc3)ccc2n(C)c1=O (centres undefined)	16
Cc1ccc(CNC(=O)CN2CCN(Cc3ccc(Cl)cc3)C2=O)cc1	22

Continuation.
SMILES	S3 lipid droplet	S3 lipid droplet cell count max
O=C1NCC(c2ccccc2)C1C(=O)N/N=C\c1ccc(-c2ccc(Cl)c(Cl)c2)o1 (centres undefined)	u	x
CC1(C)SC(=S)N(NC(=O)Nc2ccccc2)C1N(O)C(=O)Nc1ccccc1 (centres undefined)	-3%	x
O=C(NCCc1ccccc1)/C(=C\c1ccc([N+](=O)[O-])cc1)NC(=O)c1ccccc1	u	x
COc1ccc(NC(=S)NC(NC(=O)c2cccc(C)c2)C(Cl)(Cl)Cl)c([N+](=O)[O-])c1 (centres undefined)	-5%	-11
CN(Cc1ccncn1)C(=O)CC1C(=O)NCCN1Cc1cccc(Oc2ccccc2)c1 (centres undefined)	-16%	-10
O=C(O[C@@H]1Cc2c(O)cc(O)cc2O[C@@H]1c1cc(O)c(O)c(O)c1)c1cc(O)c(O)c(O)c1	-4%	16
Cc1cc(Nc2c(C)n(C)n(-c3ccccc3)c2=O)n2c(nc3cc(F)c(F)cc32)c1C#N	7%	x
Cc1ccc(NC(=O)/C=C/c2cccc([N+](=O)[O-])c2)nc1	u	x
CCCCc1n[nH]c2c1/C(=N/O)CC(c1ccccc1)C2 (centres undefined)	u	x
Oc1ccc(/C=N/Nc2cc(N3CCCC3)nc(N3CCCC3)n2)cc1O	-12%	-12
Cc1cc(NC(=O)CSc2nnc(Nc3ccccc3C)s2)no1	u	x
Cc1nn(C)cc1CNC(=O)c1cnn2c(C(F)F)cc(C3CC3)nc12	u	x
COc1nc(NC(C)=O)nc(C)c1Br	-15%[9.22 µM]	5
Cc1ccc(-c2cc(=O)c3ccccc3[nH]2)cc1	2%	22
O=C(NC(=S)N1CCN(Cc2ccccc2)CC1)c1cccnc1	u	x
Cc1ccccc1-c1nc(CN2CCN(C(=O)c3ccco3)CC2)c(C)o1	u	x
COc1ccc(C2CC(c3ccccc3)=NN2C(=O)COC(=O)C2(C)CC2(Cl)Cl)cc1 (centres undefined)	17%	x
O=C(NCc1ccc(Cl)cc1)c1csc(-c2cccnc2)n1	-2%	-9
C/C(NCCN1CCOCC1)=C(\C#N)C(N)=O	4%	2
CSc1ccccc1NC(=O)CN(C1CCCCC1)S(C)(=O)=O	u	x
COc1ccc(C(=O)NNC(=O)CSc2nc(C(C)C)nc3ccccc23)cc1	i	x
O=C(Nc1ccc(-n2ccnc2P(=O)(O)c2ccccc2)cc1)c1ccccc1Cl	u	x
COC(=O)C(O)(CC(=O)Nc1ccc(Cl)cc1Cl)C(F)(F)F (centres undefined)	1%	4
O=C1c2cccnc2C(=O)N1Cc1ccccc1	7%	4
COC(=O)C1(C)NC(c2ccccc2C)C2C(=O)N(c3ccc(F)cc3)C(=O)C21 (centres undefined)	u	x
O=C1COc2ccc(C(=O)COC(=O)c3ncc(Cl)c(Cl)c3Cl)cc2N1	u	x
CC(=O)NCCCC(=O)NNC1CC(=O)N(c2cccc(Cl)c2)C1=O (centres undefined)	-7%	1
CC1(C)C(=O)Nc2ccccc2N1C(=O)COc1cccnc1[N+](=O)[O-]	-4%	-1
Cc1ccccc1C(=O)/C=C1\NC(=O)CS1	10%	x
CC(=O)N(c1ccccc1)C1CC(C)N(C(=O)c2ccccc2)c2ccccc21 (centres undefined)	u	x
CCOC(=O)Cc1csc(NC(=O)c2ccc3ccccc3n2)n1	u	x
CC(Oc1ccccc1)C(=O)NNC(=O)c1ccccn1 (centres undefined)	-10%	-19
O=C(CNC(=O)c1cccs1)NCC(=O)OCc1c(Cl)cccc1Cl	-18%	-1
CC(CN(C)Cc1ccccc1)OC(=O)c1cccs1 (centres undefined)	-3%	-15
O=C1/C(=C/c2ccccc2)NC(=S)N1C(c1ccccc1)c1ccccc1	u	x
COc1ccc(O)c(-c2[nH]ncc2C(=O)c2ccccc2C)c1	13%	1
O=c1c2ccccc2nc2sc3ccccc3n12	12%	-1
C=CCSc1nnc(-c2c[nH]c3ccccc23)n1CC	u	x
C(=C\c1ccc(/C=C/c2ccccc2)nn1)/c1ccccc1	u	x
CC(C)=CCN1CCN(CCC2=C(C)CCCC2(C)C)CC1CCO (centres undefined)	-7%	1
Cc1cccc(C)c1NC(=O)CN(C)C(=O)COc1cccc2c1OC(C)(C)C2	u	x
O=C(O)c1ccc(NS(=O)(=O)c2cccc(C(=O)Nc3cccc(C(=O)O)c3)c2)cc1	5%	5
O=C1NC2(CCCCCC2)C(=O)N1Cc1cccc([N+](=O)[O-])c1	18%	-7
COc1ccc(-n2c(SC(C)C(=O)Nc3ncc(Cl)cc3Cl)nc3ccccc32)cc1 (centres undefined)	-21%	-7
COc1ccc(/C=C/C(=O)NC(=S)Nc2ccc(S(N)(=O)=O)cc2)cc1OC	u	x
O=C(Cn1nnc(-c2ccccc2-n2cnnn2)n1)c1ccccc1	i	x
Cc1c(OCC(=O)NCc2ccncc2)ccc2c3c(c(=O)oc12)CCCC3	u	x
O=C(OCC(=O)N1CCCC1)c1cc(Br)ccc1Cl	u	x
COC(=O)c1c(C)nn(-c2ccc(OC(F)(F)F)cc2)c1-c1snnc1C	7%	15
CCOC(=O)c1[nH]c(C)c(C(=O)N2CCc3c([nH]c4ccccc34)C2c2ccccn2)c1C (centres undefined)	4%	-7
CCOC(=O)C(=O)/C(C#N)=C/Nc1ccc(F)cc1	i	20
O=C(Nc1nc(-c2ccccn2)cs1)c1ccc([N+](=O)[O-])o1	u	x
O=C1C2CC=CCC2C(=O)N1Cc1nnc(-c2ccc(Cl)cc2)o1 (centres undefined)	i	x
CSc1ccc(-c2nc(CN3CCCCC3c3cccnc3)c(C)o2)cc1 (centres undefined)	u	x
CCCC(=O)N(Cc1cc(=O)[nH]c2ccccc12)c1ccc(C)cc1C	u	x
CN(C)CCNC(=O)c1csc(Nc2cccc3ccccc23)n1	-15%	-7
CCCCNC(=O)NC12CC3CC(CC(C3)C1)C2	u	x
Cc1ccc(-n2ccc(=O)c(C(=O)Nc3ccc(S(=O)(=O)Nc4nccs4)cc3)n2)cc1	u	x
FC(F)(F)c1nnc2c(Sc3ccccc3)nc3ccc(Cl)cc3n12	u	x
CSc1ccccc1NC(=O)COC(=O)Cn1cc(C(F)(F)F)ccc1=O	u	x
Other entries follow:
SMILES	S3 lipid droplet	S3 lipid droplet cell count max
COC(=O)N/N=C/c1cn(CCOc2ccc(OC)cc2)c2ccccc12	5%	6
Cc1ccc(NC(=O)CCc2nc3ccccc3[nH]2)cc1C	-10%	-14
Cc1cc(N2CCOCC2)n2nc(C(F)(F)F)c(-c3ccccc3)c2n1	u	x
COc1ccc(N2C(=O)/C(=C\c3ccco3)N=C2SCC(=O)NC(C)C)cc1Cl	u	x
CCCNS(=O)(=O)c1ccc(CCC(=O)N2CCCCC2)cc1	i	x
CC(Sc1nn(-c2ccc(F)cc2)c(=S)s1)C(=O)c1c(N)n(C)c(=O)n(C)c1=O (centres undefined)	u	x
O=C(O)C1CC=CCC1C(=O)NCCCCc1ccccc1 (centres undefined)	u	x
CCNC(=S)NNC(=O)c1cc(-c2cccnc2)nc2ccccc12	4%	0
O=[N+]([O-])c1ccc(N/N=C/c2sc(N3CCOCC3)nc2-c2ccccc2)c(S(=O)(=O)Nc2ccc(Cl)cc2)c1	u	x
COCCn1c(=O)[nH]c2cc(C(=O)NCCN3CCN(c4ccc(OC)cc4)CC3)ccc2c1=O	-4%	-10
O=C(O)CCS(=O)(=O)c1nc(-c2cccs2)cc(C(F)(F)F)n1	u	x
CCOC(=O)CNC(=S)N(CCCN1CCCC1)Cc1cccs1	u	x
O=C(Nc1ccon1)Nc1cc(Cl)ccc1Cl	u	x
CCn1c(SCC(=O)c2ccc(NC(C)=O)c(OC)c2)nnc1-c1ccc(NS(C)(=O)=O)cc1	0%	1
CCN1C(=O)CS/C1=N\c1nccs1	i	2
N#CCSc1nnc(CNc2cccc(Cl)c2)o1	-9%	19
CS(=O)(=O)c1ccc(C(=O)Nc2ccc(S(=O)(=O)N3CCCCC3)cc2)cc1	u	x
Cc1ccc(Cc2nc(-c3cccnc3)no2)cc1	2%	-9
CCN(CC)CCCNC(=O)c1ccc2c(=O)n(Cc3ccc4c(c3)OCO4)c(=S)[nH]c2c1	9%	-3
O=C(CS(=O)(=O)c1ccc2ccccc2c1)Nc1ccccc1Cl	0%	-4
O=c1cc(CN2CCc3ccccc32)nc2sccn12	u	x
Cc1cc(Nc2ccccc2)nc(N)n1	u	x
COc1ccc(CCN(Cc2cccs2)S(=O)(=O)c2ccc(-n3cnnn3)cc2)cc1OC	14%	-18
Cc1ccccc1NC(=O)c1nn(-c2ccc(F)c(F)c2)ccc1=O	1%	15

Profiles, quoted from the list:
CC1(C)SC(=S)N(NC(=O)Nc2ccccc2)C1N(O)C(=O)Nc1ccccc1 (centres undefined) as listed: S3 lipid droplet: -3%; S3 lipid droplet cell count max: x
CC(=O)n1cc(C2C(=O)CCCC2=O)c2ccccc21 as listed: S3 lipid droplet: 0%; S3 lipid droplet cell count max: 3

The main list resumes; the two compounds before the break are reprinted first.
SMILES	S3 lipid droplet	S3 lipid droplet cell count max
COc1ccc(CCN(Cc2cccs2)S(=O)(=O)c2ccc(-n3cnnn3)cc2)cc1OC	14%	-18
Cc1ccccc1NC(=O)c1nn(-c2ccc(F)c(F)c2)ccc1=O	1%	15
O=S(=O)(CCn1cccc1)CCn1cccc1	-8%	-8
Cn1c(CN2CCN(CC#N)CC2)c(C#N)c2ccccc21	0%	3
CCOc1cc(/C=N/N=C2/NC(=O)C(CC(=O)O)S2)ccc1OCc1ccccc1Cl (centres undefined)	u	x
O=C(Cn1nnc2ccccc21)OCC(=O)c1ccc(Cl)cc1	-8%	7
Cc1ccc(NC(=O)N2CCCCCC2)cc1C	u	x
CCCCn1c(N)c(N(CC(C)C)C(=O)CCS(=O)(=O)c2ccc(C)cc2)c(=O)[nH]c1=O	u	x
CCc1nnc(NC(=O)CN2CCN(S(C)(=O)=O)CC2)s1	17%	-6
Fc1ccc(-c2nnc(-c3ccc(Cl)cc3)o2)cc1	u	x
Cc1cccc(Cc2c(C)nc3c(C(=O)NCc4ccco4)cnn3c2C)c1	u	x
CCCn1c(=O)c2c(nc3n2CCCN3CCc2ccc(OC)c(OC)c2)n(C)c1=O	9%	15
CCCCCN1C=CC(=C2C(=O)c3ccccc3C2=O)C=C1	u	x
Cc1ccccc1OCC(=O)OCC(=O)N1CCc2ccccc21	u	x
O=C(Nc1cccc(S(=O)(=O)N2CCOCC2)c1)[C@@H]1CCCN1S(=O)(=O)c1ccc(Cl)cc1	u	x
CC(C)C[C@H](NC(=O)C1CC(=O)N(c2ccc(F)cc2)C1)C(=O)N1CCCCC1 (some centres undefined)	u	x
O=C(c1ccco1)N1CCN(S(=O)(=O)Cc2ccccc2Cl)CC1	7%	9
CCn1nc(NS(=O)(=O)c2ccc(NC(C)=O)cc2)c2cc3cccc(C)c3nc21	u	x
CCc1ccc(/C=N/NC(=O)c2ccc(OC3CCCC3)cc2)s1	i	x
Cc1ccc(CSc2nc3c(c(SCC(=O)O)n2)CCCC3)cc1	u	x
N#Cc1nc(N2CCCC2)nc(N2CCCC2)n1	2%	18
CSc1nnc(NC(=O)C23CC4CC(CC(C4)C2)C3)s1	i	11
Cc1nn(Cc2ccccc2)c(Cl)c1C(=O)OC1CCOC1=O (centres undefined)	u	x
CCCCCC(=O)Nc1cc(S(=O)(=O)N2CCOCC2)ccc1Oc1ccc(OCC)cc1	u	x

These rows are one share of the data; the hit share may differ from the screen's.
